Compound activity (PubChem BioAssay)
GFP derepression: qHTS Assay for Epigenetic Modulators; AID 597, 2007; actives 0.09% (n = 68,000); mouse C127i GFP locus derepression, cytometry, 30 h; Potency, µM (top dose mostly 46.1 µM), inactives show at the top dose GFP derepression (activation); also: % of control where 0% means no effect
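Read-out is the number of GFP-positive cells, scored as fluorescent objects 20 to 120 um wide, reflecting derepression of a silenced CMV-GFP reporter in murine C127i cells after 30 h compound exposure at 37 C.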
15-hLO inh: qHTS Assay for Inhibitors of 15-hLO (15-human lipoxygenase); Polyunsaturated fatty acid lipoxygenase ALOX15 (Homo sapiens), P16050; purified 15hLO-1, xylenol orange hydroperoxide absorbance; Potency, µM (doses to about 57.1 µM), for the others: at the top dose activity change, negative = inhibition, most hits filed as inhibitors; actives 1.4% (n = 74,000); AID 887, 2007; also: potency is read from the fitted curve at half-maximal effect; % is scaled to controls: 0 for no effect and ±100 for the full control effect; nearly all actives have a fitted effect of over 55% in size
Target sequence (P16050 whole entry, looked up): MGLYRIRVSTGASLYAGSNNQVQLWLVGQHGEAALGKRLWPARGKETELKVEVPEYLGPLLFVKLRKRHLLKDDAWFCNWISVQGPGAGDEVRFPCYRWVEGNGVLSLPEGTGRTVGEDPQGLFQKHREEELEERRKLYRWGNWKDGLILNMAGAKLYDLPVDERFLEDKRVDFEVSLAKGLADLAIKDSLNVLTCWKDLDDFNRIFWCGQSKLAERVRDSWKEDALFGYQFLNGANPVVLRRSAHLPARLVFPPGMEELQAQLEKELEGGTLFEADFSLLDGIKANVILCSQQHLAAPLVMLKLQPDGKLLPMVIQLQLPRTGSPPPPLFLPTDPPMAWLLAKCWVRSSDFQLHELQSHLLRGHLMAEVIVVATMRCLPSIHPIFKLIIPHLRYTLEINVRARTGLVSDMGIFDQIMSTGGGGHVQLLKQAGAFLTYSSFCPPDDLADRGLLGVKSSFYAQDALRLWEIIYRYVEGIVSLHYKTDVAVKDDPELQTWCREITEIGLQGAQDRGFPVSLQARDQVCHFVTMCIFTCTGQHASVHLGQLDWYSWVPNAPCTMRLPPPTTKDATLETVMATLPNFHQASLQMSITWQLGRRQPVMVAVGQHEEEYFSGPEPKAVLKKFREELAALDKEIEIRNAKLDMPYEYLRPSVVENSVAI
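Purified human 15hLO-1 (40 nM final) in 25 mM Hepes pH 7.5, 0.01% Triton X-100 was preincubated with compound 15 min at room temperature, then reacted 6 min with 50 uM arachidonic acid; hydroperoxide detected by Fe-XO, 573/405 nm absorbance ratio.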
4-MU autofl: qHTS Assay for Spectroscopic Profiling in 4-MU Spectral Region | compound autofluorescence, 340/450 nm, 4-MU equivalents; active compounds read high | max dye-equivalent concentration, M | actives 11% (n = 59,000) | AID 589, 2007; in the data active = max dye-equivalent concentration above about 10 nM; inconclusive = mostly about 1.1 nM to 9.6 nM
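Compounds in 100 mM Tris, pH 8.0, incubated 15 min at room temperature, then fluorescence read at 340 nm excitation/450 nm emission. Signal converted to 4-MU dye-equivalent concentration using an on-plate six-point 4-MU standard curve.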
Hsp90 Hop PPI: qHTS Assay for Disrupters of an Hsp90 Co-Chaperone Interaction. Hsp90 C-terminal peptide / TPR2A (Hop) interaction, human. AlphaScreen TPR2A-His6 binding biotin-Hsp90 C-terminal peptide. Potency, µM (titrated, usually from 57 µM), inactives show top-dose activity change, negative = inhibition. actives 0.44% (n = 71,000). AID 595, 2007; active = well fitted curve in either direction with a large enough effect; inconclusive = small, poorly fitted or top-dose-only effect, or another doubt; also: potency is read from the fitted curve at half-maximal effect; % is scaled to controls: 0 for no effect and ±100 for the full control effect; many of its hits are not listed in these tables
A350 autofl: qHTS Assay for Spectroscopic Profiling in A350 Spectral Region. Compound autofluorescence, 340/450 nm, Alexa 350 dye-equivalents; active compounds read high. max dye-equivalent concentration, M. actives 11% (n = 59,000). AID 590, 2007; in the data active = max dye-equivalent concentration above about 10 nM; inconclusive = mostly about 1.1 nM to 9.6 nM
HBB splicing: qHTS Assay for Modulators of Hemoglobin Beta Chain Splicing; Potency, µM (titrated, usually from 46.1 µM), for inactives: top-dose activation, most hits filed as activators; actives 0.06% (n = 65,000); HBB splicing reporter cell assay, activation; EGFP reporter with mutant IVS2-654 intron; response scale: normalised to 500 nM splice-correcting PNA; also: potency is read from the fitted curve at half-maximal effect; 0% is about no effect
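HeLa cells stably expressing EGFP interrupted by mutant beta-globin intron 2 (IVS2-654), 500/well in 2% FCS. Treated with compound for 2 days at 37C. Splicing correction scored as total well GFP intensity (488 nm excitation, 500-520 nm emission); 500 nM antisense PNA served as control.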
Ub-GFP proteasome: Ubiquitin-GFP Assay | Ubiquitin-GFP reporter cells, proteasome inhibition, GFP fluorescence; response scale: untreated = 0%, 10 µM MG-132 = 100% | Potency, µM (top dose mostly 45.9 µM), for the others: at the top dose activation (GFP accumulation), hits mostly activators | 67,000 tested, under 10 active | AID 526, 2006; active = well fitted activation curve with a large enough effect, not every such curve was filed as active; inconclusive = small, poorly fitted or top-dose-only effect, or another doubt; inactive = no such curve, though single readings can be large or run the other way; also: potency is read from the fitted curve at half-maximal effect
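U2OS cells expressing ubiquitin(G76V)-GFP, seeded overnight in 0.5% FBS medium, then treated 4 hr at 37 C across 46 uM to 2.9 nM. GFP-positive cells counted by laser cytometry (488 ex/515 em); %activity scaled between basal and 10 uM MG-132.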
BRCT inh green: qHTS Assay for Inhibitors of BRCT-Phosphoprotein Interaction (Green Fluorophore). Breast cancer type 1 susceptibility protein (Homo sapiens), P38398. BRCA1 BRCT-phosphopeptide binding, green fluorescence polarization. Potency, µM (titrated, usually from 76.9 µM), for inactives: at the top dose activity change, negative = inhibition, usual class: inhibitors. actives 0.05% (n = 75,000);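 also: potency is read from the fitted curve at half-maximal effect; plate controls were peptide without protein for full effect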
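Fluorescence polarization: His-tagged BRCT (~35 kDa BRCA1 C-terminus, 250 nM) bound to 100 nM fluorescein-labeled phosphorylated 10-aa BACH1 peptide, pH 7.3 phosphate buffer with DTT and Tween 20. Compounds incubated 12 min at room temperature; inhibition read as lowered polarization.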
DNA Pol III inh: qHTS Assay for Inhibitors of DNA Polymerase III Holoenzyme System | reconstituted DNA polymerase III holoenzyme replication, biochemical | Potency, µM (series often up to 57.1 µM), inactives show at the top dose activity change, negative = inhibition | actives 0.25% (n = 71,000) | AID 603, 2007; also: potency is read from the fitted curve at half-maximal effect; % is scaled to controls: 0 for no effect and ±100 for the full control effect
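Reconstituted *E. coli* holoenzyme (0.35 nM Pol III, 1 nM beta, 154 nM SSB, 2 nM primase) was preincubated with compound for 15 min at RT. Synthesis on 1.4 nM ssM13Gori ran 35 min, then was stopped with PicoGreen/EDTA and read as dsDNA fluorescence.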
BRCT inh red: qHTS Assay for Inhibitors of BRCT-Phosphoprotein Interaction (Red Fluorophore) | AID 892, 2007 | Potency, µM (doses to about 76.9 µM), inactives show top-dose activity change, negative = inhibition, most hits filed as inhibitors | BRCT-phosphopeptide binding, red fluorescence polarization | Breast cancer type 1 susceptibility protein (Homo sapiens), P38398 | actives 0.03% (n = 75,000); also: % is scaled to controls: 0 for no effect and ±100 for the full control effect
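Fluorescence polarization: 100 nM His-tagged BRCA1 BRCT with 100 nM TAMRA-labelled phospho-BACH1 decapeptide, phosphate buffer pH 7.3 with 150 mM NaCl, DTT, 0.01% Tween 20; 12 min RT. Binding inhibition seen as FP decrease.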
CRE-bla Fsk: Cell signaling CRE-BLA (Fsk stim) | CHO CRE-bla reporter (cAMP response element driving beta-lactamase), forskolin EC10, beta-lactamase ratio | AID 662, 2007 | Potency, µM (top dose mostly 38.2 µM), inactives show at the top dose activity change, negative = inhibition, actives largely listed as activators | actives 2.5% (n = 71,000); active = well fitted activation curve with a large enough effect in the signal ratio, with a control signal flat, not every such curve was filed as active; inconclusive = small, poorly fitted or top-dose-only effect, or effect the other way, or a change in a side signal; the % refers to the signal ratio; also: potency is read from the fitted curve at half-maximal effect; % of control where 0% means no effect
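qHTS titration format; CRE-bla CHO reporter; stimulus EC10 NKH 477, a water-soluble forskolin. Read: CCF4 460/530 nm ratio. Potency expressed as AC50 for activators or inhibitors.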
An asterisk follows results filed as active; i = inactive; ? = inconclusive; / = not tested or not shown; [ ] = remark or other dose. Unless noted, calls follow the shape of the dose curve; as a rule, active = well fitted curve in the direction sought with a large enough effect; inconclusive = small, poorly fitted or top-dose-only effect, or another doubt; inactive = no such curve, though single readings can be large; an effect the other way counts as inactive or inconclusive.

compound | 4-MU autofl | HBB splicing | CRE-bla Fsk | GFP derepression | A350 autofl | Hsp90 Hop PPI | Ub-GFP proteasome | DNA Pol III inh | BRCT inh red | BRCT inh green | 15-hLO inh
CC(C)C12CN3CC(C(C)C)(CN(C1)C31C(=O)Nc3ccccc31)C2=O (configuration not stated) | / | -7.1% | -2% | -4% | / | 0% | 3% | -2% | 0.7% | -1.9% | 5%
O=C(N1CCOCC1)N1c2ccccc2CC(N2CCOCC2)c2ccccc21 (configuration not stated) | i | -1.0% | 0% | 0% | ? | 0% | 8% | -3% | 2.4% | 0.2% | 4%
CC1=C(Sc2nc3ccccc3[nH]2)C(=O)NC(C)(C)C1 | i | -0.7%[57.5 µM] | -2% | 3% | i | -3% | 0% | -5% | -0.1% | -2.7% | 3%
CCOC(=O)c1c(NC(=O)CSc2ncn[nH]2)sc(C)c1C | i | 0.1% | ? | -3% | i | -7% | -2% | -4% | -1.0% | 0.6% | -2%
O=c1c2c(n3nnnc3n1-c1ccccc1)-c1ccccc1CC21CCCC1 | i | 0.0% | -3% | -1% | i | -1% | 4% | -1% | 0.5% | -2.8% | -4%
Cc1cc(=O)c2cc(Cl)ccc2[nH]1 | i | -5.7% | ? | -2% | i | -6% | -5% | 1% | -1.4% | 1.0% | 3%
CC(=O)NCCCc1c[nH]c2ccc(Cl)cc12 | i | -2.1%[57.5 µM] | 0% | -2% | i | -3% | -6% | 11% | 0.7% | 0.0% | -11%
O=C1CCc2cc(S(=O)(=O)N3CCN(Cc4ccc5c(c4)OCO5)CC3)ccc2N1 | i | -0.5% | -2% | 1% | i | -6% | 6% | -4% | 0.4% | 0.3% | -3%
COC(=O)Cn1c(CN2CCN(c3ccc(F)cc3)CC2)nc2c1c(=O)n(C)c(=O)n2C | / | -1.0% | 3% | / | / | ? | 1% | 8% | -5.5% | -1.2% | ?
COc1ccc(C(C(=O)NC(C)(C)C)N(Cc2ccco2)C(=O)CCC(=O)Nc2cc(C)on2)cc1 (configuration not stated) | i | 0.0%[57.5 µM] | -2% | 17% | i | -4% | 0% | -4% | 1.0% | -1.2% | 5%
Cc1cnc(CNc2cc(-c3c(C)noc3C)ncn2)cn1 | 1.8e-08M* | 1.5% | 3% | 3%[9.22 µM] | 2.2e-08M* | -7% | 7% | -2% | -0.3% | -3.1% | 11%
CCN1CCCC1Cn1c(-c2ccccc2)nc2c(N(CCOC)CCOC)nc(C)nc21 (configuration not stated) | / | 0.4% | ? | / | / | 1% | 2% | 0% | -1.9% | -2.9% | -9%
CCOC(=O)N1CCC(NC(=O)C2CCCN(S(=O)(=O)c3cccc4nsnc34)C2)CC1 (configuration not stated) | i | 2.3% | -6% | -3% | i | 1% | 13% | -4% | 0.0% | -1.5% | -3%
CC(=O)NC(CCS(C)(=O)=O)C(=O)Nc1ccc(F)cc1Cl (configuration not stated) | i | -1.8% | ? | -2% | i | ? | 0% | 2% | 0.3% | -1.3% | 9%
O=C(CCC(=O)c1cccs1)Nc1nnc(C2CC2)s1 | i | -0.2%[57.5 µM] | -2% | 1% | i | -1% | 4% | -3% | 0.0% | 0.0% | -6%
CCOC(=O)Cn1c2ccccc2c2nc3ccccc3nc21 | 5.9e-08M* | 0.2%[57.5 µM] | 13% | 6% | 5.6e-08M* | 11% | -2% | ? | -0.1% | -1.5% | -3%
Cc1ccc(C)c(-n2nnnc2Sc2nnnn2-c2ccccc2)c1 | i | -0.1%[57.5 µM] | ? | -2% | i | -1% | -6% | -4% | -0.4% | 0.5% | -11%
CCCCCn1c(=NC(C)=O)c(C#N)cc2c(=O)n3cccc(C)c3nc21 | 4.4e-07M* | 4.8%[0.369 µM] | 4µM* | 2% | 5.5e-07M* | -1% | / | -4% | 0.9% | 2.7% | -24%
CC(C)N(Cc1cc2ccccc2[nH]c1=O)C(=O)C1CCCCC1 | i | 6.0%[0.369 µM] | ? | 5% | i | -3% | / | -5% | -0.5% | -3.9% | 2%
COc1cccc(-c2nn(C)c3sc(C(=O)N4CCN(c5ccccc5)CC4)cc23)c1 | ? | -1.6% | 2.5µM* | 8% | ? | -2% | 3% | 14% | 0.1% | -0.5% | -14%
N#CCCn1c(=O)c(-c2cc(F)cc(F)c2)nc2cnc(Oc3ccccc3)nc21 | ? | -1.6% | ? | -5%[9.22 µM] | ? | -23% | -6% | 4% | -0.4% | -2.9% | 1%
Cc1cc2cc(CN(Cc3ccco3)C(=O)C3CCCCC3)c(=O)[nH]c2cc1C | i | / | -3% | -2% | i | -1% | -3% | 3% | 1.9% | -0.2% | -10%
CCOc1ccc(CCNC(=O)C2CCN(S(=O)(=O)CC)CC2)cc1OCC | i | -0.9% | -3% | 4% | i | 2% | 5% | -1% | -1.8% | -1.9% | 8%
O=C1CCCCCN1Cc1nnc(SCc2nc3ccccc3s2)n1-c1ccccn1 | i | -4.7% | ? | -1% | ? | -4% | -1% | 1% | 0.8% | -0.3% | 13%
Cc1ccc(N(CC(N)=O)C2SC(=O)N(Cc3ccccc3)C2=O)cc1 (configuration not stated) | i | / | 1% | 1% | i | -3% | 1% | -1% | -0.5% | -1.5% | -4%
CCN(CCCNC(=O)CCCN1C(=O)COc2ccc(C)cc21)c1cccc(C)c1 | i | 0.4%[57.5 µM] | -1% | 0% | i | -13% | -3% | -2% | -2.2% | -1.7% | ?
Cc1nc2cncnc2n(Cc2ccc(F)cc2)c1=O | i | -0.2% | ? | 0%[9.22 µM] | i | -4% | 0% | -11% | -1.7% | -1.2% | 9%
O=c1cnnc(NCc2ccccc2)[nH]1 | i | -1.3% | -4% | 4% | i | -2% | 5% | -3% | 0.1% | -3.4% | -1%
CCOC(=O)c1[nH]c(C)c(C(=O)N2CCN(C(=O)OCC)CC2)c1CC | i | 4.3% | 0% | 16% | i | -2% | 9% | -8% | 1.0% | -1.1% | 4%
COC(=O)C1CCN(C(=O)c2ccccc2Oc2ccccc2)CC1 | / | -4.2%[0.0738 µM] | ? | 2% | / | -7%[11 µM] | -18%[9.17 µM] | 2%[11.4 µM] | 0.6% | -0.6% | 0%[11.4 µM]
CCc1ccc(NC2CC(=O)N(c3ccc(OC)cc3OC)C2=O)cc1 (configuration not stated) | i | 1.2% | ? | 3% | i | -6% | 2% | -1% | -1.4% | 0.7% | -13%
COCCOC(=O)CC1=NC(=O)CS1 | i | 2.6%[0.369 µM] | -22% | 4% | i | -2% | / | -4% | 0.6% | -1.1% | -4%
O=C(Nc1cccc2cccnc12)c1ccc(Br)o1 | i | -1.0% | ? | 0% | i | 4% | 3% | -16% | -0.9% | 5.0% | -9%
S=c1nc[nH]c2c1ncn2Cc1ccco1 | i | 0.6%[9.22 µM] | -6%[7.6 µM] | 2%[9.22 µM] | i | -1%[11 µM] | 0%[9.17 µM] | -2%[11.4 µM] | 0.2%[15.4 µM] | -6.2%[15.4 µM] | -20%[11.4 µM]
COCCn1c(=O)c(-c2ccccc2)nc2cnc(Oc3cccc(Cl)c3)nc21 | ? | -0.1% | 9% | -3%[9.22 µM] | ? | 0% | 14% | 12% | -1.4% | -1.9% | -3%
O=C(Nc1cnn(C23CC4CC(CC(C4)C2)C3)c1)c1cnn2cccnc12 | i | 0.5% | 7% | 12% | i | -2% | 4% | -1% | 0.7% | -0.5% | 9%
O=c1c(-c2cc(F)cc(F)c2)nc2cncnc2n1Cc1ccc(F)cc1 | i | -0.4% | 2% | -3%[9.22 µM] | i | -11% | 0% | -3% | 2.0% | 11% | 7.9µM*
CCCCCCc1ccc(-c2ncc(N)cn2)cc1 | / | 0.5% | 20% | -2% | / | -4% | 9% | -6% | 1.8% | 4.0% | -23%
COc1cc(Cn2c(N)c(C#N)c3nc4ccccc4nc32)cc(OC)c1 | 1.7e-06M* | 4.8%[1.84 µM] | 13µM* | 6% | 1.5e-06M* | 12% | -19% | -4% | -1.5% | 1.0% | ?
